High-throughput results from PubChem BioAssay.
CCHF vOTU inh: CCHFV vOTU protease inhibitors, primary screen, biochemical, Pep-AMC substrate, fluorescence | Crimean-Congo hemorrhagic fever virus L polyprotein viral ovarian tumor (vOTU) protease … | inhibition, % at 11.5 µM | 370,000 tested, 0.55% active; further: 0% = vehicle wells with enzyme and 100% = no enzyme wells
Mtb UGM inh: M. tuberculosis UGM enzyme inhibitors, primary screen, biochemical, fluorescence polarization, single point; UDP-galactopyranose mutase (Mycobacterium tuberculosis (strain ATCC 25618 / H37Rv)), …; purified UGM, fluorescence polarization probe displacement; inhibition, % at 10 µM; 320,000 tested, 0.06% active; in the data active means inhibition above about 10%, passing the limit was not always enough; inconclusive means no clear call, values can overlap the other calls
Target sequence (P9WIQ1 whole entry, looked up): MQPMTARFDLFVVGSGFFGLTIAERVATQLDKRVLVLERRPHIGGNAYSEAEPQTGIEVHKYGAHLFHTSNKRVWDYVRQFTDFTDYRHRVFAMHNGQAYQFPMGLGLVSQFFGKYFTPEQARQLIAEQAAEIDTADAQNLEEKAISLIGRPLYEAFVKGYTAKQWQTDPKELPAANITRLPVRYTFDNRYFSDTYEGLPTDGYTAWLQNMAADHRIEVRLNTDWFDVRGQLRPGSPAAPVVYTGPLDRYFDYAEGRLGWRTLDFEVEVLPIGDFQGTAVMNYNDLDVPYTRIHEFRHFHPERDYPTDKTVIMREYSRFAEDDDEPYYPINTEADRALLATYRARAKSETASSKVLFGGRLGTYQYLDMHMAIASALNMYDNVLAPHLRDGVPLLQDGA
Mtb BioA inh: M. tuberculosis BioA enzyme inhibitors, primary screen, biochemical, plate reader, single point, HTS; 7,8-diaminopelargonic acid synthase BioA (Mycobacterium tuberculosis); AID 602481, 2012; inhibition, % at 9.99 µM; 360,000 tested, 0.096% active; purified M. tuberculosis BioA enzyme; in the data active means inhibition above about 40%; inconclusive means no clear call, values can overlap the other calls
PrPC TRFRET: inhibitors of human cell surface prion protein PrPC, primary screen, cell-based, TR-FRET; TR-FRET read-out; 370,000 tested, 0.43% active; Major prion protein (Homo sapiens), P04156; inhibition, % at 13.8 µM; in the data active means inhibition above about 24%; further: 0% = median of the test wells and 100% = reference compound wells
BoNT F protease: BoNT/F light chain protease inhibitors, primary screen, biochemical, flow cytometry, MLPCN library | Botulinum neurotoxin type F light chain protease (Clostridium botulinum) | Multiplex microsphere protease cleavage assay | inhibition, % at 10 µM | 360,000 tested, 0.22% active | AID 588497, 2011; in the data active means inhibition above about 35%, passing the limit was not always enough; inconclusive means no clear call, values can overlap the other calls; further: plate controls were buffer without enzyme for full effect and enzyme alone for no effect
BoNT A protease: BoNT/A light chain protease inhibitors, primary screen, biochemical, flow cytometry, MLPCN library; multiplex microsphere protease substrate cleavage; 360,000 tested, 0.17% active; Botulinum neurotoxin type A light chain protease (Clostridium botulinum A str. ATCC 3502); inhibition, % at 10 µM; in the data active means inhibition above about 30%; inconclusive means no clear call, values can overlap the other calls; further: plate controls were buffer without enzyme for full effect and enzyme alone for no effect
FadD28 binding: inhibitors of FadD28 bisubstrate probe binding, primary screen, biochemical, fluorescence polarization, single point; Mycobacterium tuberculosis FadD28 fatty-acid-AMP ligase; inhibition, % at 12.5 µM; 360,000 tested, 0.22% active; AID 588549, 2011; in the data active means inhibition above about 8.5%, passing the limit was not always enough; inconclusive means no clear call, values can overlap the other calls
GDH-TPI inh: GDH-TPI coupling enzyme inhibitors, primary screen, artefact control for M. tuberculosis FBA inhibitor project, biochemical, absorbance, full deck; GDH-TPI coupled enzyme counterscreen, NADH absorbance; inhibition, % at 4.8 µM; 360,000 tested, 1.2% active;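 further: 0% = DMSO wells and 100% = wells lacking the enzyme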
FBA Mtb inh: Mtb FBA enzyme inhibitors, primary screen, biochemical, fluorescence, strain H37Rv. AID 588726, 2011. purified M. tuberculosis FBA, fluorescence read-out. inhibition, % at 1 µM. 360,000 tested, 2.3% active. Fructose-bisphosphate aldolase (Mycobacterium tuberculosis (strain ATCC 25618 / H37Rv)), …; in the data active means inhibition above about 27%;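 further: 0% = vehicle and 100% = reference inhibitor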
Target sequence (P9WQA3 whole entry, looked up): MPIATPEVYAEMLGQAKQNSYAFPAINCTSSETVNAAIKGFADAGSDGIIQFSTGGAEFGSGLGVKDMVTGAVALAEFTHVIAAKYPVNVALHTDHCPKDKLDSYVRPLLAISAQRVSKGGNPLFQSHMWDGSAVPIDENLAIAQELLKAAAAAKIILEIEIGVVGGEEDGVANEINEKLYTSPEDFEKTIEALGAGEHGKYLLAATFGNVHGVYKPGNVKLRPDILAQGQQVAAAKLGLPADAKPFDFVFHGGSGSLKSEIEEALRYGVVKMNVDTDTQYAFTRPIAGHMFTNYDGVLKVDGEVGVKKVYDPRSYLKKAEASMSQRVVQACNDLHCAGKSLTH
* = called active by the depositor; ? = inconclusive; nt = not tested or not shown; & = joins results of further samples. Unless noted, no stated cut-off is given here; in the data, active means inhibition above about 30%; inactive means the rest.

Order of values: GDH-TPI inh	FadD28 binding	CCHF vOTU inh	BoNT F protease	FBA Mtb inh	PrPC TRFRET	Mtb BioA inh	Mtb UGM inh	BoNT A protease
> Cc1nnc(CN(C)C(=O)CC2C(=O)NCCN2Cc2ccccc2C)o1 (configuration not stated)
 : 3	0.9	-3	5	1	-1	-2.1	0.2	1.9
> O=C(NNC(=O)c1c(O)c2ccccc2[nH]c1=O)c1ccccc1Br
 : -7	-3.9	6	0	0	0	-1.8	0.5	-0.8
> COC(=O)C(C)Sc1nnc(Cc2cc(=O)[nH]c(=O)[nH]2)n1-c1cc(C)ccc1C (configuration not stated)
 : 2	-1.1	-5	-2	-1	5	-1.3	3.1	-0.9
> Fc1ccc(CNC(=S)Nc2ccc(Cl)cc2Cl)cc1
 : 15	0.3	-3	-48	1	5	nt	-2.0	-5.6
> C[C@H](CO)N1C[C@H](C)[C@@H](CN(C)Cc2ccc3c(c2)OCCN3C)OCc2cnnn2CCCC1=O
 : -16	-0.7	-8	-8	1	-3	0.4&-2.1	nt	-0.2
> CN(C)C(=O)c1cnc(-c2ccccc2)nc1-c1ccccc1
 : 9	0.5	-1	2	4	1	-0.3	-0.4	2.0
> CC(C)(C)c1ccc(C(=O)Nc2ccc(C(=O)N3CCCC3)cc2)cc1
 : -4	-3.5	2	2	-2	2	0.6	1.7	1.4
> COc1ccc([C@H]2C(C#N)=C([S-])N[C@](C)(O)[C@@H]2[n+]2ccccc2)cc1
 : 12	-0.7	-11	-100	8	6	0.5	nt	16
> Cc1ccccc1OCC(=O)Nc1ccccc1-c1ccccc1
 : 25	-1.4	-7	-8	4	3	nt	3.7	-0.1
> Cn1ncc(Br)c1C(=O)OCC(=O)Nc1nc(-c2ccccc2)cs1
 : 10	-0.4	2	5	3	1	nt	1.8	-0.7
> CC1(O)C[C@]2(C)N(O)C3CCCC[C@@H]3N2O1 (some centres not stated)
 : 0	-0.1	2	-3	3	-3	-0.7	-1.8	0.0
> CC(=O)N1C(=O)/C(=C2\SC(=S)N(NC(=O)c3ccc(O)cc3)C2=O)c2ccccc21
 : 7	-4.4	-1	8	32*	-4	0.6	-3.4	20
> CN(CC(=O)NCCCN1CCOCC1)S(=O)(=O)c1ccc(F)cc1
 : 3	-1.3	0	-13	4	0	0.2	-3.5	0.3
> COc1ccc(N2CCN(CCCNC(=O)CCC(=O)N3CCOc4ccc(Cl)cc43)CC2)cc1
 : -1	0.6	-2	-4	-1	-5	-2.0	-0.9	0.6
> COc1ccc(CC(=O)Nc2cc(Cl)ccc2C(=O)O)cc1
 : -10	-6.0	12	0	2	2	1.0	5.3	-0.4
> Cc1cc(C)c(C(=O)Cn2nc(C)c([N+](=O)[O-])c2C)cc1C
 : 9	-0.6	-16	1	-4	2	nt	1.2	0.7
> O=C(CSc1ccccc1C(=O)N1CCN(c2ccccc2)CC1)N1CCCC1
 : 1	0.0	-2	4	2	-6	2.4	-3.8	0.0
> CCOc1ccc(S(=O)(=O)N2CCN(C(=O)CCOc3ccccc3C)CC2)cc1
 : -2	-2.3	0	?	1	-9	1.2	-3.1	?
> COc1ccc(O)c(-c2[nH]ncc2C(=O)c2cccc(C)c2)c1
 : 9	2.2	5	-14	0	-4	0.3	-5.6	0.1
> CCc1ccccc1NC(=O)CSc1nnc(CNC(=O)c2ccco2)n1C
 : -5	-1.1	2	-11	0	-2	0.0	-0.8	1.0
> Clc1ccc2nc(C3CCN(Cc4ccccc4)CC3)[nH]c2c1
 : 10	-2.7	2	0	3	-8	16	2.2	7.4
> NC(=O)c1nsc(C(=O)N(Cc2cccnc2)C(C(=O)NCc2ccc(F)cc2)c2ccc(O)cc2)c1N (configuration not stated)
 : -3	-1.7	-3	-2	4	-21	0.0	-0.1	-0.4
> CCn1c(SCC(=O)NCCCN2CCCC2=O)nnc1-c1cccc(C)c1
 : 9	-2.6	-3	5	3	1	2.1	nt	5.7
> Cc1nnc(NC(=O)CN2CCN(Cc3c(Cl)cccc3Cl)CC2)s1
 : 1	-3.0	-7	?	0	-1	0.2	-3.4	-7.7
> COc1ccc(C(=O)Cc2cc3ccccc3oc2=O)cc1
 : -8	-0.4	-7	2	-2	3	-0.6	-0.1	3.9
> COCCNC(=S)N1CCC(c2nc(-c3ccc(F)cc3)no2)CC1
 : 1	-1.8	4	-4	6	4	1.2	-4.3	-0.1
> CCN1CCN(c2nc(C)c3c(n2)CCCC3=O)CC1
 : 5	-3.9	7	1	-3	-2	-0.3	-5.2	-0.4
> O=C(Cn1ncc2ccsc2c1=O)N1CCC2(CC1)OCCO2
 : 1	-2.0	nt	15	-2	nt	-0.2	-2.4	0.2
> CCOC(=O)C1(CCOc2ccccc2)CCN(Cc2cccc(OCCO)c2)CC1
 : 9	-3.4	2	-23	1	-5	-0.9	-1.7	-3.5
> COc1ccccc1C(=O)OCCN=C1NS(=O)(=O)c2ccccc21
 : 4	-0.5	5	-22	2	-4	-0.3	-0.4	1.3

Part of the list above, as tab-separated lines:
canonical_smiles	GDH-TPI inh	FadD28 binding	CCHF vOTU inh	BoNT F protease	FBA Mtb inh	PrPC TRFRET	Mtb BioA inh	Mtb UGM inh	BoNT A protease
CN(CC(=O)NCCCN1CCOCC1)S(=O)(=O)c1ccc(F)cc1	3	-1.3	0	-13	4	0	0.2	-3.5	0.3
COc1ccc(N2CCN(CCCNC(=O)CCC(=O)N3CCOc4ccc(Cl)cc43)CC2)cc1	-1	0.6	-2	-4	-1	-5	-2.0	-0.9	0.6

Later entries:
Order of values: GDH-TPI inh	FadD28 binding	CCHF vOTU inh	BoNT F protease	FBA Mtb inh	PrPC TRFRET	Mtb BioA inh	Mtb UGM inh	BoNT A protease
> CCc1nnc(NC(=O)CSc2nc3cc(OC)c(OC)cc3cc2C)s1
 : 8	0.7	1	-6	4	-4	nt	-1.7	0.0
> O=C(NC(NCc1ccccc1)C(Cl)(Cl)Cl)c1cccnc1 (configuration not stated)
 : -8	-3.6	-10	-4	2	-6	-1.0	2.6	0.2
> Cc1cccc2cc(CN(CC3CCCO3)C(=O)c3ccncc3)c(=O)[nH]c12 (configuration not stated)
 : 5	0.3	-1	-3	2	-3	nt	1.6	0.0
> NC(=NCCc1c[nH]c2ccccc12)NS(=O)(=O)c1cc(F)ccc1F
 : 8	1.1	-3	-8	2	-2	1.1	1.2	-0.9
> COc1ccccc1N1CCN(C(=O)CSc2ccccc2)CC1
 : -1	-0.5	11	-4	1	-1	0.7	-1.2	0.5
> O=C(CCc1ccccc1)NNC(=O)c1ccccc1Cl
 : 6	-0.4	-6	?	0	6	-1.2	-1.5	-4.1
> O=C(O)c1ccccc1C(=O)N1CCN(c2ccccc2)CC1
 : 3	1.4	4	-4	5	3	-2.0	0.2	-1.0
> Cc1ccc(N2C(=O)CC(=O)NC2=O)cc1Cl
 : 11	1.7	-14	?	-3	-5	0.3	-2.0	4.2
> COCCC(=O)N1CCC(Oc2ccc(C(=O)N3C[C@@H]4CCC[C@H]3C4)cc2)CC1
 : 4	0.5	12	0	2	2	-1.6	-1.3	1.5
> O=C(COC(=O)c1ccccc1Br)Nc1nnc(-c2ccccc2)o1
 : -16	5.5	13	-2	1	3	1.1	0.9	-0.6
> COc1ccc(CC2(CO)CCN(C(C)Cc3ccc(Cl)cc3)CC2)cc1 (configuration not stated)
 : -8	-4.3	-11	3	1	-6	nt	1.2	-0.5
> COc1ccc(-c2cc(-c3ccccc3)nc(Cl)n2)cc1OC
 : 33*	-6.1	-11	nt	12	2	-0.7	-1.9	nt
> O=C(CS(=O)c1cccc(C(F)(F)F)c1)Nc1ccc(Cl)cc1Cl (configuration not stated)
 : 3	-3.7	-4	3	2	5	-5.0	0.3	0.4
> Nc1nnc(SCC(=O)OCc2ccc(Cl)c(Cl)c2)s1
 : 5	-2.0	10	3	6	3	0.0	3.8	-0.2
> CCCn1ncc(C(=O)N(C)C2CCCN(Cc3ccccc3F)C2)c1C (configuration not stated)
 : -5	-3.2	6	5	-6	3	-1.6	-0.6	1.3
> CCC(=O)Nc1ccc(C(=O)CSc2nc3ccc(C)cc3[nH]2)cc1
 : 9	-2.8	-2	-9	6	-6	-0.2	1.2	-0.3
> CSc1nn2cc(CCN3CCOCC3)c(-c3ccc(F)cc3)nc2c1C#N
 : 7	1.0	-32	7	15	8	nt	-2.1	-0.2
> CC(=O)c1cccc(S(=O)(=O)N2CCCC(c3nc4c(nnn4Cc4ccc(C)cc4)c(=O)[nH]3)C2)c1 (configuration not stated)
 : -4	-2.6	22	-1	4	-4	5.0	-2.3	0.8
> O=C1CCCN1CCCNS(=O)(=O)c1ccc(F)cc1F
 : 4	-1.3	10	-8	0	-6	-1.9	-2.3	0.3
> O=C(Cn1ccccc1=O)c1cccs1
 : -2	-0.5	0	-5	-2	-1	-0.9	0.1	0.1
> Cc1cc(Oc2nnnn2-c2ccccc2)ccc1Cl
 : -1	-2.0	19	1	1	1	1.8	-2.1	?
> COC(=O)C1=C(C)N(C)C(=O)NC1c1ccc(O)c(OC)c1 (configuration not stated)
 : 0	-0.4	18	1	2	-9	-5.8	-0.7	-0.2
> FC(c1nc2ccccc2[nH]1)C(F)(F)F (configuration not stated)
 : 1	0.3	-8	-3	-6	-5	-0.6	nt	0.6
> CCOC(=O)Cc1cc(=O)n2[nH]c(C)c(C#N)c2n1
 : 2	-2.4	-12	-11	5	-4	-1.4	2.7	-0.8
> N#Cc1cnc2nc1NCCCCCCC2
 : 1	-1.1	-1	-5	2	6	-1.2	nt	-0.1
> O=C(Nn1cnnc1)c1cc([N+](=O)[O-])cc([N+](=O)[O-])c1
 : 8	-1.7	-9	-10	4	-40	nt	1.5	-1.0
> CN(C)CCOc1ccc(Cl)cc1C(C)(C)C
 : 10	-1.2	-4	-2	5	-9	0.4	0.9	-0.8
> O=C(CC1(O)C(=O)Nc2ccccc21)c1cccnc1 (configuration not stated)
 : 9	0.6	8	2	-1	-13	0.2	-0.5	0.5
> CCN(CC(=O)Nc1c(F)cccc1F)C(=O)c1cc(C)oc1C
 : 13	-1.7	-6	nt	-3	4	nt	-2.4	nt
> CC(C)CC(=O)c1c[nH]c(C(=O)NCCCN2CCOCC2)c1
 : -8	-2.6	-2	4	-1	-3	-0.4	0.1	-0.7
> CNC(=S)N1N=C(c2ccc(OC)cc2)CC1c1ccccc1Cl (configuration not stated)
 : 10	-6.2	-2	3	1	4	nt	1.2	0.3
> CCc1c(N)nc(N)nc1Nc1ccccc1C
 : 8	-1.5	-7	0	-1	3	0.6	nt	0.0
> CN1CCN(C(=O)CCC(=O)O)CC1
 : 8	-1.2	14	-2	3	-6	-1.5	1.5	0.8
> CCOC(=O)C1=NN(C(C)=O)C2(CC(=O)N(c3cc(C)cc(C)c3)C2=O)C1 (configuration not stated)
 : -4	-3.5	5	-4	2	3	nt	-3.6	-0.3
> COc1ccc(S(=O)(=O)N(CCc2ccccc2)CC(=O)NC(C)C)cc1
 : 7	0.5	13	-1	1	9	-2.3	-1.2	-0.2
> CCOC(=O)C1(CCOC)CCN(C(C)CCc2ccc(OC)cc2)CC1 (configuration not stated)
 : 2	-0.9	5	-1	6	6	nt	0.2	0.0
> O=S(=O)(c1ccccc1)C1CON(Cc2ccccc2)C1c1ccccc1 (configuration not stated)
 : 2	-0.9	0	2	3	8	nt	0.0	1.3
> COc1ccccc1NC(=O)CCC(=O)N/N=C(/C)c1ccc(C)cc1
 : 2	-1.2	-2	-2	0	6	nt	0.8	0.3
> Cc1ccc(NC(=O)CN(C)S(=O)(=O)c2ccc3c(c2)c(=O)n(C)c(=O)n3C)cc1
 : 1	-2.3	9	-4	19	0	-0.6	-1.7	0.8
